# Avidin bead fluor – compound fluoresces at 488/530 nm on avidin beads. compound fluorescence 488/530 nm, flow cytometry; stronger effect = higher value. AID 1775. fluorescence (KMESF) at 10 µM. actives 0.38% (n = 220,000); in the data active = fluorescence above about 47; note: inactives centre near 10
# RGS7-Gao – human RGS7-Galphao interaction regulation. P09471. Multiplexed bead flow cytometry, RGS7-Galphao binding; actives lie on both sides. binding response (% of control), % at 10 µM. actives 0.35% (n = 220,000); in the data active = binding response below about 49% or above about 150%; inconclusive = no clear call, values can overlap the other calls; inactive = in between;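 note: fluorescent Galphao held in activated GDP-AlF4 state binding bead-coupled RGS7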
# RGS4-Gao reg – human RGS4-Galphao interaction regulation; P09471; AID 1415; Multiplexed bead flow cytometry, RGS4-Galphao binding; actives lie on both sides; binding response (% of control), % at 10 µM; actives 0.33% (n = 220,000); in the data active = binding response below about 49% or above about 150%; inactive = in between;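 note: fluorescent Galphao activated with aluminum fluoride binding bead-coupled RGS4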
# Starred values were filed as active, the others as inactive; ? = inconclusive.
SMILES,Avidin bead fluor,RGS7-Gao,RGS4-Gao reg
O=C(Nc1ccc(C(=O)O)c(O)c1)c1ccccc1,6,?,96.3
C/C=C(/C)C(=O)O[C@@H]1c2cc(OC)c(OC)c(OC)c2-c2c(cc3c(c2OC)OCO3)C[C@H](C)[C@]1(C)O,10,?,98.1
Cc1[nH]c2ccccc2c1/C=N/NC(N)=S,10,?,100.7
CC[C@]1(O)C[C@@H]2CN(CCc3c([nH]c4ccccc34)[C@@](C(=O)OC)(c3cc4c(cc3OC)N(C)[C@H]3[C@@](O)(C(=O)OC)[C@H](OC(C)=O)[C@]5(CC)C=CCN6CC[C@]43[C@@H]65)C2)C1,6,?,97.8

# 3 structures already listed, sorted by heavy-atom count, falling.
SMILES,Avidin bead fluor,RGS7-Gao,RGS4-Gao reg
C/C=C(/C)C(=O)O[C@@H]1c2cc(OC)c(OC)c(OC)c2-c2c(cc3c(c2OC)OCO3)C[C@H](C)[C@]1(C)O,10,?,98.1
O=C(Nc1ccc(C(=O)O)c(O)c1)c1ccccc1,6,?,96.3
Cc1[nH]c2ccccc2c1/C=N/NC(N)=S,10,?,100.7

# Among those listed so far, these have an aryl methoxy group.
SMILES,Avidin bead fluor,RGS7-Gao,RGS4-Gao reg
C/C=C(/C)C(=O)O[C@@H]1c2cc(OC)c(OC)c(OC)c2-c2c(cc3c(c2OC)OCO3)C[C@H](C)[C@]1(C)O,10,?,98.1
CC[C@]1(O)C[C@@H]2CN(CCc3c([nH]c4ccccc34)[C@@](C(=O)OC)(c3cc4c(cc3OC)N(C)[C@H]3[C@@](O)(C(=O)OC)[C@H](OC(C)=O)[C@]5(CC)C=CCN6CC[C@]43[C@@H]65)C2)C1,6,?,97.8

# Assay outcomes from PubChem.

# Some of the compounds tested, so the mix of outcomes need not match the whole.
